Anesthetic bind: binds horse apoferritin like a general anesthetic; P02791; apoferritin/1-aminoanthracene competitive binding, fluorescence; Potency, µM (series often up to 77.5 µM), for the others: at the top dose activity change, negative = displacement, most hits filed as inhibitors; 350,000 tested, 0.074% active; AID 485281; further: potency means the concentration at half of the fitted maximal effect; on the % scale 0 is the no-effect control and ±100 the full control effect; nearly all actives have a fitted effect of over 20% in size
Target sequence (P02791 2-175 limits assumed): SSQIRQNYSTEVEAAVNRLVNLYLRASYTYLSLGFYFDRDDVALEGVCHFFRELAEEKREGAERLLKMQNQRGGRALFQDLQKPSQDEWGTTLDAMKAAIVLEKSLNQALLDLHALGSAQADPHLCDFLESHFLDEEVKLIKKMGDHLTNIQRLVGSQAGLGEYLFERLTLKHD
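Read-out: endpoint 1-AMA fluorescence, excitation 380 nm and emission 535 nm, after compounds sit 10 min at room temperature with 10 uM horse-spleen apoferritin in 50% saturated 1-AMA/PBS. Values come from four-parameter Hill fits.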
ERG-DNA inh: ERG Ets/DNA interaction inhibition | fluorescence polarization, His-ERG Ets domain / labelled DNA | 370,000 tested, 0.028% active | P11308 | Potency, µM (series often up to 76.9 µM), without a hit: at the highest dose FP activity, negative = inhibition, actives largely listed as inhibitors; active means well fitted inhibition curve with a large enough effect in the polarisation, with a control signal flat; inconclusive means small, poorly fitted or top-dose-only effect, or effect the other way, or a change in a side signal; inactive means no such curve, though single readings can be large or run the other way; the % refers to the polarisation;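 further: polarization taken with two DNA probes labelled with fluorescein and Texas red; potency means the concentration at half of the fitted maximal effect; % of control where 0% means no effect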
Target sequence (P11308 whole entry, looked up, the tested form may be a part): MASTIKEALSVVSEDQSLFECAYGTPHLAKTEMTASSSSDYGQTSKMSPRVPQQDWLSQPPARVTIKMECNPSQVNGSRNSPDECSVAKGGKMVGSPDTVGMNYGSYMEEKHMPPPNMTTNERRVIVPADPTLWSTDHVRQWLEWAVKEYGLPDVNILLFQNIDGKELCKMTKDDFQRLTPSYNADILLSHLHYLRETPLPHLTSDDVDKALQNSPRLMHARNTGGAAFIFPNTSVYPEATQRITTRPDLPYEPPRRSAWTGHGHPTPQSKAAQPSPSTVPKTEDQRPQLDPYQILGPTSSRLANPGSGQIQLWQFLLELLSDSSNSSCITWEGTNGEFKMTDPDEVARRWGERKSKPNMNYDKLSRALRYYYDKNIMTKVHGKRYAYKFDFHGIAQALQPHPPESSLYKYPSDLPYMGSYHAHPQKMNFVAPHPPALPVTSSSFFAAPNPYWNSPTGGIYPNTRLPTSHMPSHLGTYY
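His-tagged ERG Ets domain (1 uM in the protein solution; 300mM KCl, 50mM Tris-HCl, 1mM EDTA, 1mM DTT, pH 7.5) received compound, then a probe mix of 5 nM fluorescein-DNA and 100nM Texas-615-DNA. Fluorescence polarization was read for both dyes.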
APE1 inh: blocks human APE1 abasic DNA cleavage; P27695; recombinant APE1, TAMRA/BHQ-2 abasic DNA cleavage fluorescence; Potency, µM (top dose mostly 65.8 µM), for the others: top-dose activity change, negative = inhibition, most hits filed as inhibitors; 350,000 tested, 0.35% active; AID 2517;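 further: potency means the concentration at half of the fitted maximal effect; plate controls were vehicle for no effect and reference inhibitor for full effect; nearly all actives have a fitted effect of over 55% in size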
Target sequence (P27695 whole entry, looked up): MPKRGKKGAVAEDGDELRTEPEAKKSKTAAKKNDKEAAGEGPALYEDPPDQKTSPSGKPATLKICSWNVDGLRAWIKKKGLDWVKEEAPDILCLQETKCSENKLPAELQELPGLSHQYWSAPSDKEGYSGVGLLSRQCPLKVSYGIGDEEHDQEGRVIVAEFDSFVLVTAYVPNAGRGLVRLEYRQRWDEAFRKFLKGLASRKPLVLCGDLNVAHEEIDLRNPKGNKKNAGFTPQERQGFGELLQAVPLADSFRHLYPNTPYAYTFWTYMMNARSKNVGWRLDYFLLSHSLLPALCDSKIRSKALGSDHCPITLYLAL
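0.75 nM APE1 + cpd, 15 min RT; start w/ 50 nM TAMRA/BHQ-2 THF-abasic dsDNA; kinetic fluor 525/598 nm ×3 reads @60 s; Δ(read3−read1); normalized to DMSO and NSC13755 control wells.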
POLB inh: inhibitors of human DNA polymerase beta. AID 485314. 340,000 tested, 1.3% active. P06746. Pol beta primer extension/strand displacement, fluorescence kinetic. Potency, µM (doses to about 114 µM), for inactives: at the top dose activity change, negative = inhibition, most hits filed as inhibitors; further: potency means the concentration at half of the fitted maximal effect; on the % scale 0 is the no-effect control and ±100 the full control effect
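Preincubation: enzyme (10 nM) with compound, 15 min, RT. Reaction: substrate added to 50 nM final. Reads: 0 and 10 min. Analysis: normalized, Hill fit.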
TRHR ag: activates the human TRH receptor. P34981. TRHR cells, calcium flux fluo-8, FDSS agonist mode. activation, % at 2 µM. 360,000 tested, 0.18% active. AID 493084; in the data active means activation above about 30%; further: 0% is about no effect
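TRHR-expressing cells, plated overnight in medium with 10% serum, were loaded with fluo-8 calcium dye at room temperature. After a 10 s baseline, library compound was pin-added and calcium release was recorded kinetically (ex 480/em 530) as agonist response.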
BLM helicase inh: inhibitors of human Bloom syndrome helicase BLM; Potency, µM (doses to about 56.1 µM), for the others: at the highest dose activity change, negative = inhibition, actives largely listed as inhibitors; 350,000 tested, 0.2% active; P54132; recombinant BLM DNA unwinding, fluorescence dequenching;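 further: potency means the concentration at half of the fitted maximal effect; plate controls were vehicle for no effect and no enzyme for full effect; nearly all actives have a fitted effect of over 35% in size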
ALOX12 inh: inhibitors of human 12S-lipoxygenase ALOX12 | P18054 | purified 12hLO, xylenol orange hydroperoxide absorbance | Potency, µM (highest dose often 108 µM), inactives show at the top dose activity change, negative = inhibition, usual class: inhibitors | 580,000 tested, 1.1% active | AID 1671190; further: potency means the concentration at half of the fitted maximal effect; on the % scale 0 is the no-effect control and ±100 the full control effect
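Purified human 12hLO (150 nM final) in 25 mM Hepes, 0.01% Triton X-100, pH 7.0 was preincubated 15 min at room temperature with compound. Then 40 uM arachidonic acid was added, 30 min. Hydroperoxide was read by Fe-XO absorbance ratio 573/405 nm.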
POLK inh: blocks human DNA polymerase kappa activity. Q9UBT6. purified Pol kappa, fluorescent DNA synthesis assay, 10 min. Potency, µM (series often up to 107 µM), for inactives: at the top dose activity, negative = inhibition, usual class: inhibitors. 400,000 tested, 0.53% active. AID 588579; further: potency means the concentration at half of the fitted maximal effect; on the % scale 0 is the no-effect control and ±100 the full control effect
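10 nM Pol kappa preincubated 15 min at room temperature with compounds, then reaction started with substrate at 50 nM final. Fluorescence read kinetically at 0 and 10 min; buffer-only wells served as negative control.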
POLI inh: DNA polymerase iota (human) inhibition; 390,000 tested, 1% active; Q9UNA4; Pol iota fluorescent replication assay, 10 min; Potency, µM (series often up to 115 µM), without a hit: top-dose activity, negative = inhibition, usual class: inhibitors; further: potency means the concentration at half of the fitted maximal effect
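Pol iota at 10 nM preincubated 15 min with compounds at room temperature; reaction started with fluorescent substrate, 50 nM final. Fluorescence read kinetically at 0 and 10 min; buffer-only wells as negative control.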
An asterisk follows results filed as active; ? = inconclusive; . = not tested or not shown; & = joins results of further samples; [ ] = dose if it differs, or a comment. Unless noted, the call rests on the fitted dose curve; in most records, active means well fitted curve in the direction sought with a large enough effect; inconclusive means small, poorly fitted or top-dose-only effect, or another doubt; inactive means no such curve, though single readings can be large; an effect the other way counts as inactive or inconclusive. The list is partial; count on the stated rates, not on these rows.

SMILES	Anesthetic bind	ERG-DNA inh	APE1 inh	POLB inh	TRHR ag	BLM helicase inh	ALOX12 inh	POLK inh	POLI inh
Cc1c(C(=O)Nc2cccc(C#N)c2)sc2nc3n(c(=O)c12)CCCCC3	56%[activator]	4%	.	2%	0.3	-1%	12%	-6%	15%
CS(=O)(=O)N1CCC(C(=O)NCc2ccc3c(c2)OCO3)CC1	-5%	10%	-1%	-1%	1.0	-2%	8%	-4%	70%[activator]
Cc1ccc2nc(-c3ccccc3Cl)cc(C(=O)Nc3cc(C)on3)c2c1	-17%	-4%	1%	-11%	0.9	-15%	0%	-19%	-3%
O=C1COc2ccc(S(=O)(=O)Nc3ccc(OC(F)(F)F)cc3)cc2N1	?	8%	31%	0%	2.1	-8%	?	10%	15%
CCOC(=O)C1=C(CSc2nc(-c3ccccc3)ccc2C#N)OC(N)=C(C#N)C1c1ccc(OC)cc1 (configuration not stated)	-15%	28%	-9%	11%	8.9	-13%	?	-15%	-25%
CCc1cccc2c(C(=O)C(NCCCOC)c3ccccc3)c[nH]c12 (configuration not stated)	-12%	-4%	69%[activator]	1%	1.0	-2%	-10%	-14%	28%
CCN(CC(=O)Nc1ccc2c(c1)OCCO2)C(=O)c1ccc(S(=O)(=O)N(C)C)cc1	.	-2%	45%	.	-0.2	.	-6%	1%	4%
COc1ccc(CCNC(=O)CCNC(=O)c2ccco2)cc1	-3%	?	2%	26%	0.1	-4%	377%[activator]	16%	26%
O=C(Nc1ccc(Br)c(C(F)(F)F)c1)c1ccc(C(F)(F)F)cc1	-16%	11%	-2%	0%	1.8	-14%	?	-21%	61%[activator]
O=C(/C=C\NCC(=O)c1ccccc1)c1ccccc1	?	4%	-6%	-1%	0.8	-6%	-21%	-13%	7%
CC(=O)c1ccc(N2CCN(C(=O)c3ccc(-c4ccccc4)cc3)CC2)cc1	-14%	5%	7%	3%	-0.1	-16%	14%	-13%	50%[activator]
CCN(CCCNC(=O)C1CCN(S(=O)(=O)c2cccc3nonc23)CC1)Cc1ccccc1	-7%	0%	-3%	-7%	0.9	2%	50%[activator]	-6%	12%
CCN1CCN(Cc2ccc(OC)c(OCc3ccccc3)c2)CC1	-9%	-6%	17%	45%	0.0	2%	?	-3%	0%
O=C(NCC(=O)N(CC1CCCO1)C(C(=O)NC1CCCCC1)c1ccccc1)c1ccco1 (configuration not stated)	-12%	-2%	-5%	14%	-0.1	-1%	5%	-6%	9%
O=C(Nc1nnc(Cc2ccccc2)s1)c1ccccc1	-1%	-8%	26%	34%	0.6	-3%	0%	0%	19%
O=C(COC(=O)c1ccccn1)Nc1nc(-c2ccccc2)cs1	-3%	-11%	40%	10%	-0.1	-2%	-16%	2%	6%
COc1ccc(NC(=O)N2CCC(O)(c3cccnc3)CC2)c(OC)c1	11%	10%	-5%	2%	0.4	-12%	26%	12%	5%
Cc1nc(COc2cc3oc(=O)cc(C)c3cc2Cl)cs1	3%	1%	-18%	46%	0.0	3%	-5%	2%	30%[activator]
O=S(=O)(c1ccc(Cl)cc1)n1ccc2cccnc21	-7%	3%	4%	-8%	-0.9	-2%	?	-6%	24%
N#CCCC(CCC#N)C1=NCCc2ccccc21	7%	61%[activator]	1%	31%	0.4	1%	?	-6%	13%

Compound profiles, as listed above:
O=C(NCC(=O)N(CC1CCCO1)C(C(=O)NC1CCCCC1)c1ccccc1)c1ccco1 (configuration not stated) across the screens: Anesthetic bind: -12%; ERG-DNA inh: -2%; APE1 inh: -5%; POLB inh: 14%; TRHR ag: -0.1; BLM helicase inh: -1%; ALOX12 inh: 5%; POLK inh: -6%; POLI inh: 9%
CCc1cccc2c(C(=O)C(NCCCOC)c3ccccc3)c[nH]c12 (configuration not stated) across the screens: Anesthetic bind: -12%; ERG-DNA inh: -4%; APE1 inh: 69%[activator]; POLB inh: 1%; TRHR ag: 1.0; BLM helicase inh: -2%; ALOX12 inh: -10%; POLK inh: -14%; POLI inh: 28%

Additional compounds follow:
SMILES	Anesthetic bind	ERG-DNA inh	APE1 inh	POLB inh	TRHR ag	BLM helicase inh	ALOX12 inh	POLK inh	POLI inh
Cc1ccc(C)c(NS(=O)(=O)c2ccc3[nH]c(=O)[nH]c3c2)c1	-8%	3%	-6%	-10%	-0.6	-1%	-20%	7%	-5%
CCOc1ccc(CCNC(=O)c2ccc3c(c2)N(Cc2ccc(F)cc2)CCS3)cc1	3%	0%	.	3%	-2.1	0%	-22%	-19%	4%
Cc1ccc(C(=O)N2CCN(C)CC2)cc1S(=O)(=O)N1CCCCC1	?	.	0%	3%	-0.9	1%	-20%&0%	-11%	2%
Cc1cc(N)n(-c2ccc(Oc3ccccc3)c(S(=O)(=O)O)c2)n1	-11%	-2%	35µM*	14µM*	0.1	3%	?	?	?
O=C(O)CCC(=O)N(Cc1cccs1)Cc1cccs1	-10%	-8%	?	45µM*	-0.1	-17%	-7%	?	?
CCOC(=O)/C(C)=C1\NC(C)(C)Cc2ccccc21	-7%	-3%	-1%	-3%	0.3	-10%	16µM*	-2%	?
NC(=O)c1ccccc1-c1nc(-n2ccnc2)c2ccccc2n1	.	.	0%	.	.	-1%	?	4%[60.1 µM]	.
COc1ccc(S(=O)(=O)N2CCN(Cc3cc(OC)c(OC)cc3OC)CC2)cc1	-3%	1%	27%	-9%	0.6	0%	?	-6%	26%
CCCc1cc(=O)[nH]c(Nc2ccc(Cl)cc2)n1	-13%	11%	12%	34%[activator]	0.3	-7%	-7%	5%	22%
COc1ccccc1N1CCN(C(=O)/C=C/c2ccco2)CC1	-12%	-2%	-1%	-1%	0.0	-6%	?	-24%	-16%
CC12CN(NC(=O)c3ccc(Cl)cc3)C3(C#N)CC1CCC23C (configuration not stated)	-9%	3%	22%	-2%	-1.4	-12%	-6%	-1%	65%[activator]
COc1cc2c(cc1OC)-c1nncn1C(C)(C)C2	-5%	0%	-12%	17%	-0.9	3%	-21%	-14%	11%
Cc1noc(C)c1CSCC(=O)Nc1nnc(CC(C)C)s1	-10%	9%	-5%	5%	0.1	-4%	?	-8%	8%
Cc1ccc(N(C(=O)Cn2nnc(-c3ccc(F)cc3)n2)C(C(=O)NC(C)(C)C)c2ccncc2)cc1 (configuration not stated)	-2%	15%	2%	2%	-0.7	-3%	-2%	-9%	-10%
COc1ccc(/C(N)=N/OC(=O)CCCc2ccccc2)cc1OC	-3%	-4%	0%	2%	0.4	-7%	-4%	-13%	?
COc1ccc(NC(=O)[C@@H](NC(=O)c2ccccc2F)C(C)C)cc1S(=O)(=O)N1CCOCC1	-5%	4%	1%	0%	-0.2	-4%	-9%	-2%	64%[activator]
O=C(CSc1n[nH]c(-c2ccccc2Cl)n1)N1CCN(c2ccc(F)cc2)CC1	-3%	0%	.	-4%	-0.6	-4%	0%	-4%[60.1 µM]	-25%
CC(=O)C1=C(O)C(=O)N(c2cccc(C(=O)O)c2)C1c1ccccc1F (configuration not stated)	3%	.	8%	30%	-0.5	4%	-7%	-3%	-12%
CCC(=O)c1ccc(O)c(OC)c1	-5%	4%	-2%	7%	0.3	-5%	-9%	-8%	2%
Cc1cccc(OCC(=O)NCC(=O)n2nc(C)cc2C)c1	-14%	2%	1%	-10%	-0.2	-1%	32%	-7%	-3%

ALOX12 inh: what is marked active above
Compound	Anesthetic bind	ERG-DNA inh	TRHR ag	BLM helicase inh	ALOX12 inh	POLK inh	POLI inh
CCOC(=O)/C(C)=C1\NC(C)(C)Cc2ccccc21	-7%	-3%	0.3	-10%	16µM*	-2%	?

The list continues.
SMILES	Anesthetic bind	ERG-DNA inh	APE1 inh	POLB inh	TRHR ag	BLM helicase inh	ALOX12 inh	POLK inh	POLI inh
O=C(Cc1cccc2ccccc12)Nc1ccc(N2CCOCC2)cc1	-2%	7%	1%	10%	0.5	-6%	-25%	0%	15%
COc1ccccc1NC(=S)N1CCC(NC(=O)NC23CC4CC(CC(C4)C2)C3)CC1	?	.	-7%	5%	-1.3	-1%	-8%	-7%	1%
COc1ccc(NC2CCCN(C(=O)CCc3cccc(Cl)c3)C2)cc1 (configuration not stated)	-4%	9%	-11%	5%	-0.3	-1%	-18%	11%	18%
O=C(Nc1cccc(F)c1)c1ccc(S(=O)(=O)N2CCOCC2)cc1	1%	0%	-2%	1%	-0.4	-1%	8%	-19%	-7%
CC(C)(C)c1cc(C(=O)NCc2cccnc2)ccn1	-5%	-3%	-1%	11%	-0.2	-1%	0%	-13%	17%
C/C(CCC12CC3CC(CC(C3)C1)C2)=N\NC(N)=S	?	1%	-1%	6%	-0.5	-4%	10µM*	-4%	-17%
Cc1ccc(C(=O)N/C(=C\c2cccs2)C(=O)NCCc2c[nH]c3ccccc23)cc1C	-9%	-6%	0%	4%	0.7	-8%	0%	0%	2%
Cc1ccc(NC(=O)c2cc(=O)[nH]c3ccccc23)cc1	1%	-14%	22%	-10%	-0.2	-2%	-29%	-21%[60.1 µM]	-14%
O=C(COc1ccc(S(=O)(=O)N2CCCC2)cc1)NCC1CCCO1 (configuration not stated)	-3%	2%	9%	1%	0.3	-6%	-23%	-10%	24%
CCCCCCSc1cc(C)nc2ncnn12	?	-4%	0%	19%	-0.6	8%	12%	3%	59%[activator]
COc1ccc(C2/C=C\CN3CCC[C@H]3C(=O)N2Cc2ccc(F)cc2)cc1 (some centres not stated)	.	12%	6%	.	.	.	?	4%	38%[activator]
CC(=O)c1cc2c(cc1N/C(=N/S(=O)(=O)c1ccccc1)c1ccc(Cl)cc1)OCO2	52%&-9%[activator]	1%&9%	3%	-17%&-4%	0.0&0.5	-1%&-1%	-25%&-23%	-3%[60.1 µM]	-15%&-2%
CC1CC(C)CN(C(=O)c2ccc3ccccc3c2)C1 (configuration not stated)	.	0%	-11%	.	-0.4	.	-10%	-9%	19%
COc1cccc(/C=C/C(=O)OCC(=O)Nc2nnc(-c3ccccc3)o2)c1OC	.	7%	.	.	.	.	-16%	-17%	?
